HSF-1 act: increases HSF-1 driven luciferase reporter signal; NIH3T3-HGL HSF-1 luciferase reporter, MG132, 8 h; 100% = twice DMSO control signal; 1.7% of 300,000 active; AID 504408; activation, % at 9 µM;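 active = mean replicate activation of at least 50% with a set share of replicates each reaching 50%; inconclusive = only one of those two conditions met; inactive = mean below 50% and too few replicates reaching it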;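 also: 0% = median of the neutral control wells and 100% = twice that signal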
PolyA inh: blocks polyadenylation in yeast reporter cells. S. cerevisiae SKY197-pL101 polyadenylation reporter, beta-gal luminescence; efflux-impaired pdr1/pdr3 knockout yeast; score 100 = 6 SD above DMSO. calls only at 12 µM. 0.02% of 300,000 active;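 active = lowest replicate activity score at least 50, where 100 means six control SD above control mean; inconclusive = lowest score under 50 but half or more replicates reach 50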;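 also: yeast exposed to compound for 9 h at 30 °C; higher score means more reporter readthrough which indicates perturbed polyadenylation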
GSK3 alpha inh: inhibitors of human GSK-3 alpha kinase; ADP-Glo luminescence, 60 min; P49840; AID 2650; inhibition, % at 10 µM; 0.1% of 320,000 active;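 in the data active = inhibition above about 50%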;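 also: GST-tagged GSK-3 alpha with peptide substrate and 25 µM ATP; 0% = DMSO neutral wells and 100% = GW8510 positive control wells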
Platelet DG rel: platelet dense granule release activity; human platelet-rich plasma, SFLLRN dense granule ATP release, luminescence; inhibition, %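 (compounds screened at 7.5 µM in platelet-rich plasma)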; 0.22% of 300,000 active;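 active = mean replicate score, as percent of positive control, at or above 50; inconclusive = mean below 50 but at least one replicate at or above 50; inactive = mean and every replicate below 50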
HDAC3 inh: human HDAC3 inhibition; inhibition, % at 8.3 µM; 0.15% of 320,000 active; recombinant HDAC3, fluorogenic peptide/trypsin coupled, fluorescence; O15379; in the data active = inhibition above about 26%, passing the limit was not always enough; inconclusive = no clear call, values can overlap the other calls
Target sequence (O15379 whole entry, looked up): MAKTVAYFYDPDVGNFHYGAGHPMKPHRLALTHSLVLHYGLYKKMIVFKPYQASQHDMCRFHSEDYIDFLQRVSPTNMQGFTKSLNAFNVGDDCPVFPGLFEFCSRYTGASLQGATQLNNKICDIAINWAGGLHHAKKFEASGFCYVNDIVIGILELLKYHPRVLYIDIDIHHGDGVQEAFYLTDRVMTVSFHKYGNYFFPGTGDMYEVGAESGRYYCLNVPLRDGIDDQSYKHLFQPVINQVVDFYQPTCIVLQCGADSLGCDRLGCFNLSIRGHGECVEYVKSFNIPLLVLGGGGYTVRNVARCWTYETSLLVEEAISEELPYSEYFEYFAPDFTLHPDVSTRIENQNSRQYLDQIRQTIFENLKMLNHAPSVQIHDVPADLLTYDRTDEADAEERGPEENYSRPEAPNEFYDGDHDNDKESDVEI
AI-2 QS mod: modulators of Vibrio harveyi AI-2 quorum sensing system; Vibrio harveyi JMH597 AI-2 luminescence/OD600 ratio, 9 h; hits give low values; strain lacks LuxN and CqsS sensors; 0 = neutral-control median; activity change, % at 7.5 µM; 0.4% of 300,000 active; AID 2094; in the data active = activity change below about -75%, passing the limit was not always enough; inconclusive = no clear call, values can overlap the other calls;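 also: luminescence divided by OD600 gain over 9 h not by final OD600 alone; inactives centre near 13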
HSP90 refold inh: HSP90 refolding inhibition in rabbit reticulocyte lysate; luciferase refolding luminescence, 3 h; inhibition, % at 5.6 µM; 0.91% of 290,000 active;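 active = inhibition above the screen-wide mean plus 3 SD, computed separately per campaign, cut at about 16% in these data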;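 also: 0% = DMSO wells and 100% = 60 µM geldanamycin wells; inhibitors lower the luminescence because luciferase stays unfolded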
HSF1 inhib: HSF1 inhibition | 0.77% of 300,000 active | NIH3T3-HGL HSE-luciferase, MG132-induced, luminescence 8 h; hits give low values | activity change, negative = inhibition, % at 7.5 µM (by protocol);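 active = more than half of replicate wells show activity change below -50%, luminescence cut by over half; inconclusive = some wells, but at most half, below -50%; inactive = no replicate well below -50%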;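 also: luciferase reports HSF-1 transcriptional activity via heat shock element; 0% = median of DMSO wells and -100% = zero luminescence signal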
Dyrk1A ADPGlo: blocks rat Dyrk1A kinase activity; inhibition, % at 12.5 µM; 0.43% of 310,000 active; AID 504441; ADP-Glo luminescence, NFATc1 peptide; Q63470; in the data active = inhibition above about 50%;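 also: plate controls were vehicle with enzyme for no effect and no enzyme for full effect; many of its hits are not listed in these tables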
GSK3B inh: blocks human GSK3beta kinase activity. P49841. AID 2097. activity score (negative = inhibition), % at 10 µM. GST-GSK3beta kinase, ADP-Glo luminescence, 60 min; hits give low values. 0.038% of 300,000 active;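 active = more than half of replicate wells score below -50%, meaning over 50% inhibition versus plate controls; inconclusive = some replicates but at most half score below -50%; inactive = no replicate scores below -50%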;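 also: 0% = median DMSO wells and -100% = median GW8510 positive control wells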
Target sequence (P49841 whole entry, looked up): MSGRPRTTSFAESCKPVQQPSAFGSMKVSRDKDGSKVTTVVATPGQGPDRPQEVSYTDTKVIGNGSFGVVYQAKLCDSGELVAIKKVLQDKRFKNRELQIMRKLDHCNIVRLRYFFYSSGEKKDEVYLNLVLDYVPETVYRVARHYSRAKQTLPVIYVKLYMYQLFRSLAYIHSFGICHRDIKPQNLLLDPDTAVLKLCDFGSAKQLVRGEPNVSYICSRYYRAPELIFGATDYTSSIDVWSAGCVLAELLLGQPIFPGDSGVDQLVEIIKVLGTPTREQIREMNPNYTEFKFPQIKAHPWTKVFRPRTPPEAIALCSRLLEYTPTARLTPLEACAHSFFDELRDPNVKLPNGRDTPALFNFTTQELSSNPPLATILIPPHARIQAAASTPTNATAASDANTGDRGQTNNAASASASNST
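Test system: GST-tagged human GSK3beta kinase, cell-free; evaluation: activity score scaled between in-plate DMSO and GW8510 controls; measured by: ADP-Glo luminescence; incubation: 60 min reaction, RT; benchmarks: DMSO and 20 µM GW8510; reagent: peptide substrate plus 25 µM ATP (final); medium: Tris/MgCl2 kinase buffer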
* = called active by the depositor; i = inactive; u = inconclusive; x = no result given.

structure | HSF1 inhib | Platelet DG rel | PolyA inh | HSP90 refold inh | GSK3B inh | Dyrk1A ADPGlo | HDAC3 inh | HSF-1 act | GSK3 alpha inh | AI-2 QS mod
COc1ccc(N(CC(=O)N2CC=C(c3ccccc3)CC2)S(=O)(=O)c2c(C)noc2C)cc1 | x | x | x | 2 | x | 3 | 1 | x | -1 | x
CNS(=O)(=O)c1cc(Br)ccc1S(=O)c1ccccc1C(=O)O (centres undefined) | -10 | 8 | i | -3 | 3 | 5 | x | -19 | 4 | 24
Cc1ccc(-c2nnn(C/C(N)=N/O)n2)cc1 | 3 | 2 | i | -1 | -1 | -1 | -4 | 15 | x | 9
CCN(CC)CCNC(=O)C(=O)Nc1ccc2c(c1)N(S(=O)(=O)c1cccs1)CCC2 | -4 | -4 | i | x | -26 | -12 | -5 | -8 | 1 | -9
Cn1c(CO)cnc1SCc1ccccc1 | 5 | 8 | i | -1 | 0 | -2 | 0 | 7 | 0 | 33
CCNC(=O)n1cc(-n2cncn2)c(-c2ccccc2)n1 | -3 | -6 | i | -1 | 5 | 1 | -1 | 3 | -6 | 6
CNc1nc(-c2ccc3c(c2)CCN3C(=O)c2ccccc2F)cs1 | 4 | 7 | i | 5 | 0 | 2 | x | 6 | x | 28
O=C(NCc1nc2ccccc2[nH]1)C1=C[C@@H](c2csc3ccccc23)C[C@@H](OCCCCO)O1 | -3 | 2 | i | x | 3 | 0 | -2 | -13 | 1 | 25
CCOc1ccccc1Oc1coc2cc(O)ccc2c1=O | -6 | -3 | i | -3 | 0 | 0 | -22 | 2 | -1 | 4
CC1CCN(C(=O)CNC(=O)CNS(=O)(=O)c2ccccc2)CC1 | 0 | 4 | i | -1 | 0 | -2 | -7 | 8 | -2 | 14
Cc1cccc(C(=O)NC2CC3CCCC(C2)N3C(=O)NC2CCCCC2)c1 (centres undefined) | -12 | 0 | i | -2 | 4 | 2 | 15 | 7 | -1 | 3
COc1ccc2c(c1OC)C(=O)N1N=C(c3ccc(Br)cc3)CC21 (centres undefined) | -3 | -4 | i | 3 | 1 | 0 | -6 | 11 | 0 | 37
OC(CNC1Cc2ccccc2C1)COc1ccc(F)cc1 (centres undefined) | 0 | -1 | i | 2 | -5 | 8 | 1 | 0 | -1 | -4
CCC1=NC(c2ccc(OC)cc2OC)N(O)C1(C)C (centres undefined) | -2 | 6 | i | 2 | 2 | 5 | 1 | -2 | -2 | 42
Cc1[nH]n(C(N)=S)c(=O)c1N=Nc1cccc(C(F)(F)F)c1 | 3 | 0 | i | 7 | -2 | 2 | -5 | 7 | -2 | 11
O=C(O)CNC(=O)c1ccccc1NC(=O)c1ccco1 | x | x | x | -2 | x | -1 | 5 | x | 0 | x
CSCC(=O)N1CCCC(N2CCN(c3ccc(F)cc3)CC2)C1 (centres undefined) | -3 | 3 | i | -1 | 7 | -3 | -4 | 6 | -4 | 8
CCN1CCN(c2nc3ccccc3nc2NS(=O)(=O)c2ccc(NC(C)=O)cc2)CC1 | -3 | 1 | i | 5 | -2 | 2 | 4 | -2 | 4 | -2
O=C(Nc1ccc(Nc2ccccc2)cc1)Nc1ccccc1Cl | 34 | 14 | i | -4 | 3 | 1 | 2 | 56* | -3 | -39
C=CCn1c(C)nnc1SCC(=O)Nc1oc(C)c2c(C)n[nH]c(=O)c12 | -6 | -5 | i | x | 1 | 3 | 4 | 4 | 8 | 5
COCCn1c(SCC(=O)c2c(-c3ccccc3)n(C)c3ccccc23)nnc1-c1ccncc1 | -7 | -3 | i | 3 | 0 | -3 | 2 | 1 | 1 | 0
CCOc1cc(C(=O)Nc2ncn[nH]2)cc(OCC)c1OCC | 0 | -1 | i | -2 | -4 | -1 | 3 | -10 | -2 | 18
CCSc1cc(N2CCCC2)nc(-c2cccc(C)c2)n1 | -6 | -25 | i | 5 | 3 | -11 | 1 | -3 | -2 | 2
CC1=CC2=NC(=O)/C(=C\c3cccn3CCOc3ccc(C)c(C)c3)C(=N)N2O1 | 9 | 0 | i | 4 | 0 | 6 | 5 | 36 | 0 | 6
CCCS(=O)(=O)N1CCC(C(=O)NCCN2CCC(Cc3ccccc3)CC2)CC1 | 3 | -2 | i | 4 | 0 | -2 | 4 | 20 | -1 | 8

Later entries.
structure | HSF1 inhib | Platelet DG rel | PolyA inh | HSP90 refold inh | GSK3B inh | Dyrk1A ADPGlo | HDAC3 inh | HSF-1 act | GSK3 alpha inh | AI-2 QS mod
O=C1C2C3CCCC3=C3CCCC3C2C(=O)N1c1ccc(F)cc1 (centres undefined) | 5 | 1 | i | 2 | -2 | -5 | -2 | 8 | -1 | 15
Cc1cccc(OC(=O)C2C(c3ccccc3)C(C(=O)O)C2c2ccccc2)c1 (centres undefined) | 1 | -4 | i | 2 | 4 | 4 | 2 | 23 | -4 | -6
O=C(c1cccs1)N1CCN(C2CCCCC2)CC1 | -3 | -1 | i | 1 | -2 | -7 | 1 | 7 | 6 | 5
COc1ccc(CNCc2cccc(C)c2)cc1 | -3 | 9 | i | 3 | 0 | -5 | -5 | -19 | 1 | 14
Cc1nn(CCO)c2ncc(C(=O)c3cc(Cl)ccc3O)cc12 | 6 | -9 | x | -2 | x | 3 | -2 | 33 | -1 | x
CC(C)Cn1c(N2CCN(C(=O)/C=C/c3ccccc3)CC2)nc2ccccc21 | -65* | 16 | i | 3 | 7 | -5 | 3 | -73 | 0 | 3
COc1cccc2cc(C(=O)NCCN3CCOCC3)c(=O)oc12 | 0 | x | i | -1 | -1 | 1 | 3 | -16 | 1 | 9
CCN(CC)C(=O)CSc1nc2nc(C)cc(C)c2c(=O)[nH]1 | 11 | 5 | i | 3 | 6 | 6 | -3 | 8 | -8 | 8
COc1cccc(-c2nc(CS(=O)CC(=O)NCCc3ccccc3)c(C)o2)c1 (centres undefined) | -12 | 6 | i | -1 | 5 | -4 | 5 | -22 | -4 | 1
COc1ccc(CNc2ccc(S(N)(=O)=O)cc2)cc1 | u | 5 | i | -2 | 1 | 0 | 9 | -62 | 0 | 18
O=C1NC(c2ccc(Cl)cc2Cl)Oc2ccccc21 (centres undefined) | 30 | 6 | i | -2 | 2 | -2 | -14 | u | -5 | 10
COc1ccccc1OCC(O)Cn1c(Br)nc2c1c(=O)[nH]c(=O)n2C (centres undefined) | x | x | x | 5 | -3 | -7 | -2 | x | -2 | 20
CN(C)CCCN(C(=O)c1cc(-c2cccs2)nc2ccccc12)c1nc2c(F)cccc2s1 | -4 | 13 | i | 1 | 2 | -4 | 9 | 6 | -2 | 19
COc1cc2c(cc1OC)CN(C(=O)Cn1ccccc1=O)CC2 | -4 | -1 | i | 0 | 4 | 4 | -3 | -4 | -3 | 14
O=C(NC1CCCC1)C(c1ccccn1)N(C(=O)c1csnn1)C1CCCCC1 (centres undefined) | -4 | -3 | i | -1 | 3 | -1 | 7 | -4 | -2 | 36
O=C(O)CCCN=Cc1c(O)c2ccccc2oc1=O | -7 | -2 | i | 2 | 0 | 19 | 2 | -5 | 7 | 16
COc1ccc(Cn2ccnc2SCC(=O)Nc2ccccc2OC)cc1 | 2 | 2 | i | 2 | -1 | -1 | 1 | 32 | -1 | -2
Cc1cc(Cl)ccc1OCC(=O)NC1CCCC1 | 14 | 4 | i | 1 | 2 | -3 | -1 | 35 | -2 | 17
Cc1cccc(NC(=O)c2cc3c(=O)n4ccccc4nc3n(CC(C)C)c2=N)c1 | -2 | -11 | i | 1 | 1 | -1 | -6 | -6 | -1 | 1
CC(=O)N1CCN(CC(O)Cn2c3ccccc3c3ccccc32)CC1 (centres undefined) | -4 | -3 | i | -4 | -2 | 5 | -2 | -3 | 1 | -1
COc1ccc(C(O)(CCC(C)C)C(CN2CCOCC2)c2ccccc2)cc1 (centres undefined) | -1 | 0 | i | 2 | -3 | 1 | 10 | -3 | 2 | 9
Cc1ccccc1NC(=O)c1ccc(F)c(S(=O)(=O)N2CCCCC2)c1 | -1 | -1 | i | 4 | 2 | -6 | 1 | 0 | 2 | 32
COc1ccc(-n2cc(CNC(C)c3ccncn3)c(-c3cccc(F)c3)n2)cc1 (centres undefined) | 2 | 0 | i | 2 | -2 | 3 | -3 | 4 | 2 | 21
Cc1nc(NC(=O)c2ccco2)sc1-c1csc(Nc2ccc(Cl)cc2)n1 | -11 | 2 | i | 19* | 0 | 10 | 6 | -24 | 3 | 22
Cc1ccc(Cn2nnnc2CN2CCC(O)(c3ccc(F)cc3)CC2)cc1 | -1 | -2 | i | 3 | 3 | -8 | -1 | -6 | -5 | 30

Later entries
structure | HSF1 inhib | Platelet DG rel | PolyA inh | HSP90 refold inh | GSK3B inh | Dyrk1A ADPGlo | HDAC3 inh | HSF-1 act | GSK3 alpha inh | AI-2 QS mod
Cc1cc(C)cc(NC(=O)Cn2nnc(C(=O)NCc3ccc(F)cc3)c2N)c1 | 0 | -1 | i | -3 | -2 | 0 | -8 | 4 | 0 | 49
Cc1c(C#N)c2ncn(Cc3ccccc3)c(=O)c2n1-c1ccccc1 | 1 | 6 | i | -2 | -1 | 6 | -7 | 8 | 1 | 12
O=C1c2ccccc2CN1CCNS(=O)(=O)c1ccc(Cl)cc1 | -12 | -1 | i | 1 | -3 | 7 | -6 | 3 | -1 | -6
CS(=O)(=O)N1CCC(C(=O)Nc2ccccc2)CC1 | 5 | -5 | i | 0 | -2 | -4 | -1 | -4 | -3 | 18
CC1(C)O[C@@H]1COc1c2ccoc2cc2oc(=O)ccc12 | -2 | 0 | i | -1 | -1 | 42 | 5 | -3 | 5 | 0
COc1cc(C(=O)Nc2ccc(S(=O)(=O)Nc3onc(C)c3C)cc2)cc(OC)c1OC | 4 | -5 | i | 0 | -5 | 2 | -2 | 13 | -3 | 15
COc1ccc(N2CSC3=C(C#N)C(c4cccc(OC)c4OC)CC(=O)N3C2)cc1 (centres undefined) | 5 | 22 | i | -2 | -1 | 0 | 56* | 1 | 2 | 27
CCCCCCCNC(=O)C1(CC2CC(c3ccc(Cl)cc3)=NO2)CCN(C(=O)OC(C)(C)C)CC1 (centres undefined) | 7 | 3 | i | -2 | -2 | 11 | -3 | 9 | 1 | -7
CCOc1ccccc1NC1=CC(=O)CC(c2ccccc2)C1 (centres undefined) | -1 | 14 | i | 1 | 3 | 2 | 1 | 6 | -1 | 3
CCOC(=O)CSc1nnc(N)s1 | 1 | -1 | i | 0 | 0 | -2 | 1 | -2 | 0 | 14
Cc1ccc(N2C(=O)N(CC(=O)Nc3cccc(Cl)c3)C(=O)C2C)cc1 (centres undefined) | -1 | -2 | i | x | 1 | -5 | 14 | 8 | 2 | -11
COc1ccc(Cl)cc1NC(=S)NCc1ccco1 | -2 | 3 | i | -2 | 2 | 8 | -6 | 10 | -1 | 29

The list is partial; the hit share may differ from the screen's.
